Compound activity from PubChem BioAssay.
S1P1 ag pot – S1P1 agonists and agonism potentiators, primary screen, cell-based, primary and confirmation screens, CRE-bla reporter; Sphingosine 1-phosphate receptor 1 (Homo sapiens), P21453; S1P1 CRE-bla cells, forskolin, beta-lactamase FRET, potentiator mode; S1P1 agonist co-added at EC20, 2 nM; 100% = saturating reference agonist, 0% = basal; activation, % at 9.5 µM; hit rate 0.57% among 56,000; AID 449, 2006;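 active = activation above a cutoff set at the mean activation of all tested compounds plus 3 SD, cut at about 54% in these data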;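 also: forskolin at 4 µM as EC80 and the EC20 agonist is SEW2871; 100% = SEW2871 at its EC100 plus forskolin at EC80; some compounds past the cut are filed as inactive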
tolC growth inh – growth inhibitors of E. coli tolC mutant, primary screen, strain BW25113 ΔtolC::kan, 384-well | hit rate 2.2% among 65,000 | growth inhibition, % at 10 µM (by protocol) | OD615;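 active = growth inhibition at or above a cutoff equal to the mean over every tested compound plus 3 SD, cut at about 60% in these data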;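 also: growth measured after 20 h incubation at 37 °C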
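Test system: tolC-deleted E. coli BW25113; medium: LB with kanamycin 50 µg/mL; compound: single-point testing at 10 µM; incubation: 20 h compound exposure of bacteria at 37 °C; signal: OD at 615 nm; evaluation: growth inhibition in percent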
5HT1E ag – 5-HT1E receptor agonists, primary screen, cell-based, HTS. CHO 5-HT1E Ga15 NFAT-bla reporter, FRET; 0% DMSO wells, 100% control agonist wells. activation, % at 6 µM. hit rate 0.69% among 65,000. AID 574, 2007;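 active = activation above a set limit, the screen-wide mean activation plus 3 SD, cut at about 8.5% in these data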;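 also: 100% = positive control agonist at 1 µM giving full maximal response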
RORa activator – activators of orphan receptor RORA, primary screen, cell-based, luminescence | Nuclear receptor ROR-alpha (Homo sapiens), P35398 | hit rate 1.5% among 65,000 | CHO-K1 Gal4-RORA LBD luciferase reporter; percent increase over mock-subtracted basal signal | activation, % at 10 µM;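 active = activation above the mean of all tested compounds plus 3 SD, cut at about 49% in these data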;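 also: 0% = DMSO-treated RORA cells and 100% = added signal equal to DMSO minus mock-transfected cells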
AP complement – alternative complement pathway inhibitors, primary screen, biochemical, ELISA, human serum, orthogonally pooled compounds. LPS-coated ELISA, C3 deposition; tested in compound mixtures. inhibition, % at 5 µM. hit rate 0.08% among 62,000. AID 1235, 2008;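 active = inhibition above 30% in each of the two pooled mixtures holding the compound, so the lower value exceeds 30%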;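 also: 0% = serum in Mg-EGTA without compound and 100% = EDTA serum blank; some compounds past the cut are filed as inactive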
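Test system: human serum complement alternative pathway, C3 deposition onto LPS / Medium: Mg2+-EGTA GVB++ buffer containing human serum at 1:15 dilution / Probe or stimulus: Plate-bound LPS / Times: 1 h at 37 °C / Signal: ELISA with HRP anti-human C3 antibody, TMB substrate, absorbance 450 nm / Measure: percent inhibition / Repeats: two pool placements per compound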
5HT1E antag – 5-HT1E receptor antagonists, primary screen, cell-based, HTS; inhibition, % at 6 µM; hit rate 0.99% among 65,000; 5-hydroxytryptamine receptor 1E (Homo sapiens), P28566; CHO 5-HT1E Ga15 NFAT-bla reporter, FRET, antagonist;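 active = inhibition above a set limit, the mean inhibition across every tested compound plus 3 SD, cut at about 29% in these data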;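 also: signal is the 460 over 535 nm emission ratio of beta-lactamase substrate; 0% = agonist plus DMSO wells and 100% = wells without agonist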
SF-1 act – activators of human SF-1, primary screen, cell-based, CHO-K1, Gal4-SF-1 LBD, luciferase luminescence | Steroidogenic factor 1 (Homo sapiens), Q13285 | CHO-K1 Gal4-SF-1 LBD luciferase reporter; % increase over DMSO SF-1-specific signal | activation, % at 10 µM | hit rate 1.9% among 65,000 | AID 522, 2006;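 active = activation above the mean activation of all tested compounds plus 3 SD, cut at about 50% in these data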
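Material: Gal4–SF-1 LBD one-hybrid luciferase reporter in CHO-K1 cells | Amount: 4,000 cells per well | Compound dosing: 10 µM single point, 1% DMSO | Schedule: 20 h compound treatment, 37 °C | Measured by: SteadyLite luciferase luminescence | Evaluation: Percent activation versus DMSO | Control set: DMSO-treated SF-1-transfected cells as negative, DMSO-treated mock-transfected cells lacking SF-1 as background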
S1P3 agonist – human S1P3 receptor agonists, primary screen, cell-based, primary and confirmation, NFAT-BLA reporter | S1P3 NFAT-BLA reporter cells, agonism, FRET ratio; relative to 1 µM S1P, basal subtracted | activation, % at 4.5 µM | hit rate 0.1% among 60,000 | AID 373, 2006;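 active = activation above the screen-wide mean plus 3 SD, cut at about 4.5% in these data, passing the limit was not always enough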; also: some compounds called inactive have numbers as strong as hits
Target sequence (Q99500 whole entry, looked up): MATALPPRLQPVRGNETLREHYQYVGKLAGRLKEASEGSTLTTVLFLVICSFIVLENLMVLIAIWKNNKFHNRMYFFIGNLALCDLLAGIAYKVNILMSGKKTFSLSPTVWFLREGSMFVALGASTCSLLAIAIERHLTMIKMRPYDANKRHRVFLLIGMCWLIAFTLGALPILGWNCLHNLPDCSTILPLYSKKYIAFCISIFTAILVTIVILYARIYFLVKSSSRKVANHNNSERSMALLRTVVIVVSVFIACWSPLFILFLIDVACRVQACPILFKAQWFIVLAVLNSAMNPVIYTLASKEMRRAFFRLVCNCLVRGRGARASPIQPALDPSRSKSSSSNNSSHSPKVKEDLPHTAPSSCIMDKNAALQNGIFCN
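material = human S1P3 NFAT-BLA reporter CHO cells | schedule = 4 h compound at 37 °C, 2 h substrate at RT | measured by = fluorescent BLA substrate, ex 405 nm, em 460/535 nm ratio | controls = 1 µM S1P reference | replication = primary once, confirmation triplicate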
5HT1a antag – human 5-HT1a receptor antagonists, primary screen, cell-based, CHO, Ga15 NFAT-bla reporter; 5-hydroxytryptamine receptor 1A (Homo sapiens), P08908; CHO 5-HT1a Ga15 NFAT-bla reporter, antagonist mode; inhibition, % at 10 µM; hit rate 0.68% among 62,000; AID 612, 2007;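 active = inhibition above the mean of all tested compounds plus 3 SD, cut at about 43% in these data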;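 also: receptor stimulated by 5-CT agonist at 100 nM near EC80; beta-lactamase reporter measured by ratiometric fluorescence of a cleavable substrate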
Target sequence (P08908 whole entry, looked up): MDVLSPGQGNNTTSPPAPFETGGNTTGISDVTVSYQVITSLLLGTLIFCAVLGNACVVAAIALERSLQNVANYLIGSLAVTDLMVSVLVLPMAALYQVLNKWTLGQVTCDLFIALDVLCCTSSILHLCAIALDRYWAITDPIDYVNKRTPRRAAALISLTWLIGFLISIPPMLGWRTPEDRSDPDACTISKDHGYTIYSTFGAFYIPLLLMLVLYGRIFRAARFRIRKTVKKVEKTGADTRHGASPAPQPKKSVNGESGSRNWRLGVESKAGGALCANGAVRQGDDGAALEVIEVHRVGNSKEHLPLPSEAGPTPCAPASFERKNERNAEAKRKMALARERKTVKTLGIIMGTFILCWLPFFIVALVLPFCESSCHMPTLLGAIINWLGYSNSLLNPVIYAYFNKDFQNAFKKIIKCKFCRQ
The depositor's hits bear a star.

Screening Cc1cccc(Nc2nc(-c3ccccn3)cs2)n1 returned S1P1 ag pot 51.1, tolC growth inh 98.2*, 5HT1E ag -0.3, RORa activator -21.3, AP complement -0.3, 5HT1E antag 35.8*, SF-1 act -34.7, S1P3 agonist -1.1 and 5HT1a antag 44.8*.
CC1(C(=O)NC2CCCCC2)CCC(=O)N1Cc1cccnc1 (centres undefined) was read as S1P1 ag pot -18.1, tolC growth inh -4.3, 5HT1E ag -0.2, RORa activator 24.1, AP complement 12.3, 5HT1E antag -9.6, SF-1 act -6.5, S1P3 agonist 0.3 and 5HT1a antag -13.3.
`CCCOc1c(OC)cccc1C1CC(=O)Nc2cc3c(cc21)OCO3` (centres undefined) gave tolC growth inh 17.5, 5HT1E ag -0.9, RORa activator 5.2, AP complement 7.6, 5HT1E antag 1.3, SF-1 act 18.2, S1P3 agonist 0.1 and 5HT1a antag 9.4.
Screening O=C(c1cc2n(n1)C(C(F)(F)F)CC(c1ccc(Cl)cc1)N2)N1CCCC1 (centres undefined) returned S1P1 ag pot 5.6, tolC growth inh 5.1, 5HT1E ag -0.6, RORa activator 1.2, AP complement 9.8, 5HT1E antag -1.0, SF-1 act -14.0, S1P3 agonist -0.5 and 5HT1a antag -5.0.
Screening COc1ccc(C2C(C(C)=O)=C(O)C(=O)N2C)c(OC)c1 (centres undefined) returned S1P1 ag pot -7.8, tolC growth inh -9.2, 5HT1E ag 0.3, RORa activator -7.8, AP complement 5.8, 5HT1E antag -2.0, SF-1 act -20.9, S1P3 agonist -1.4 and 5HT1a antag 0.6.
Screening CCOC(=O)c1ccccc1NC(=O)c1ccccc1NS(C)(=O)=O returned S1P1 ag pot -28.9, tolC growth inh 26.4, 5HT1E ag -0.4, RORa activator -7.0, AP complement 5.1, 5HT1E antag 7.9, SF-1 act -9.6, S1P3 agonist -0.5 and 5HT1a antag 17.4.
`Cc1ccc(S(=O)(=O)N(C)CC(=O)OCc2nnc(-c3ccccc3)o2)cc1` gave S1P1 ag pot 5.1, tolC growth inh 5.0, 5HT1E ag 0.7, RORa activator -12.3, AP complement 28.9, 5HT1E antag -3.9, SF-1 act 5.5, S1P3 agonist 1.4 and 5HT1a antag -4.0.
For CC(C)CC(=O)Nc1ccc(OCC(=O)O)cc1 the results were S1P1 ag pot -11.6, tolC growth inh -19.1, 5HT1E ag 0.7, RORa activator -16.9, AP complement 3.0, 5HT1E antag 8.2, SF-1 act -8.4, S1P3 agonist -0.2 and 5HT1a antag -2.0.
`O=C(Nc1cccc(Cl)c1)N(CCCN1CCOCC1)Cc1ccccc1F` gave S1P1 ag pot -11.4, tolC growth inh 68.2*, 5HT1E ag -0.1, RORa activator 0.7, AP complement 12.4, 5HT1E antag 4.9, SF-1 act 7.4, S1P3 agonist -1.2 and 5HT1a antag 29.4.
For CC(=O)Nc1cccc(-c2nnc3n2CC(C)S3)c1 (centres undefined) the results were S1P1 ag pot 3.5, tolC growth inh -3.3, 5HT1E ag 0.2, RORa activator 23.5, AP complement 2.1, 5HT1E antag -0.5, SF-1 act 8.6, S1P3 agonist -1.4 and 5HT1a antag -4.8.
Screening CN(C)CC(=O)N1c2ccccc2CCc2ccc(NC(=O)c3ccc(N)cc3)cc21 returned S1P1 ag pot 1.7, tolC growth inh -9.1, 5HT1E ag 0.0, RORa activator -17.7, AP complement 2.2, 5HT1E antag 9.1, SF-1 act 9.6, S1P3 agonist -0.3 and 5HT1a antag 6.5.
For CC(=O)OC1CC(C)N(C(=O)c2ccccc2)c2ccc(C)cc21 (centres undefined) the results were S1P1 ag pot -2.6, tolC growth inh 2.9, 5HT1E ag 0.3, RORa activator -13.5, AP complement -9.5, 5HT1E antag 2.5, SF-1 act -20.6, S1P3 agonist -0.8 and 5HT1a antag 12.5.
Screening Cc1ccccc1CSc1nnc(-c2ccccn2)n1N returned tolC growth inh -8.7, 5HT1E ag -1.0, RORa activator 19.6, AP complement 12.7, 5HT1E antag 1.6, SF-1 act 30.2 and 5HT1a antag -13.4.
For Clc1cc(Cl)c2nc(N3CCCC3)sc2c1 the results were S1P1 ag pot -7.0, tolC growth inh 56.6, 5HT1E ag 0.6, RORa activator 40.8, AP complement 14.7, 5HT1E antag -9.1, SF-1 act 60.1*, S1P3 agonist 0.4 and 5HT1a antag -0.6.
CCOc1ccc(N2C(=O)CC(N3CCN(C(=O)c4ccco4)CC3)C2=O)cc1 (centres undefined) was read as S1P1 ag pot -4.0, tolC growth inh -32.9, 5HT1E ag 0.0, RORa activator -6.0, AP complement 4.1, 5HT1E antag -6.1, SF-1 act -6.6, S1P3 agonist -1.3 and 5HT1a antag 10.4.
Screening COc1ccc(NC(=O)c2cccs2)cc1OC returned S1P1 ag pot -2.9, tolC growth inh -0.3, 5HT1E ag -0.2, RORa activator 12.0, AP complement 21.6, 5HT1E antag 12.4, SF-1 act 0.1, S1P3 agonist -0.7 and 5HT1a antag 5.3.
`Cc1oc2c(O)c(O)ccc2c(=O)c1-c1ccccc1` gave S1P1 ag pot -3.0, tolC growth inh 10.6, 5HT1E ag -0.1, RORa activator -14.5, AP complement 20.0, 5HT1E antag -6.5, SF-1 act -16.4, S1P3 agonist -2.2 and 5HT1a antag -5.5.
Cc1noc(C(=O)Nc2c(C)n(C)n(-c3ccccc3)c2=O)c1Cl was read as S1P1 ag pot 2.1, tolC growth inh -9.9, 5HT1E ag 0.9, RORa activator -2.0, AP complement 18.3, 5HT1E antag -5.0, SF-1 act 8.9, S1P3 agonist -1.6 and 5HT1a antag -3.2.
`O=C(NC1CCCC1)C(c1ccc(O)cc1)N(CC1CCCO1)C(=O)C1COc2ccccc2O1` (centres undefined) gave S1P1 ag pot 9.8, tolC growth inh 15.3, 5HT1E ag -1.0, RORa activator 9.3, AP complement -3.0, 5HT1E antag -1.1, SF-1 act -14.4, S1P3 agonist -1.3 and 5HT1a antag 19.0.
Cc1ccc(S(=O)(=O)n2ccnc2)cc1C was read as S1P1 ag pot -8.9, tolC growth inh -6.7, 5HT1E ag -0.1, RORa activator 10.8, AP complement -6.1, 5HT1E antag 1.1, SF-1 act 6.1, S1P3 agonist -0.4 and 5HT1a antag 8.3.
For CCOC(=O)C1=C(Cn2cnc3ccccc32)NC(=O)NC1c1cc(C)ccc1C (centres undefined) the results were S1P1 ag pot -102.3, tolC growth inh 25.8, 5HT1E ag 2.0, RORa activator -3.9, AP complement 7.5, 5HT1E antag 0.9, SF-1 act -59.3, S1P3 agonist -0.3 and 5HT1a antag -5.7.
`COc1cc(C(=O)NCc2nnc(SCC(=O)NCc3ccccc3)o2)cc(OC)c1OC` gave tolC growth inh -9.7, 5HT1E ag 0.0, RORa activator -10.6, AP complement 5.2, 5HT1E antag -3.9, SF-1 act 7.0 and 5HT1a antag -8.1.
`COc1ccc(-c2nnc3sc(COc4ccccc4)nn23)cc1` gave S1P1 ag pot -4.6, tolC growth inh 22.1, 5HT1E ag -0.3, RORa activator -3.3, 5HT1E antag -5.3, SF-1 act 1.3 and S1P3 agonist -1.4.
COC(=O)c1ccc(C2/C(=C(\O)c3ccc4c(c3)OCCO4)C(=O)C(=O)N2CCCN(C)C)cc1 (centres undefined) was read as S1P1 ag pot 10.9, tolC growth inh 16.4, 5HT1E ag -0.9, RORa activator 14.8, 5HT1E antag -14.0, SF-1 act -0.6 and S1P3 agonist 0.6.
`Cn1c(=O)c2cc(S(=O)(=O)NC(Cc3ccccc3)C(=O)NCc3ccco3)ccc2n(C)c1=O` (centres undefined) gave S1P1 ag pot -14.5, tolC growth inh -0.3, 5HT1E ag 0.7, RORa activator 1.9, AP complement 8.7, 5HT1E antag -8.4, SF-1 act -17.7, S1P3 agonist -1.4 and 5HT1a antag 2.6.
Screening O=C(c1cccc(Cl)c1Cl)N1CCN(c2ccccn2)CC1 returned S1P1 ag pot 2.4, tolC growth inh 16.2, 5HT1E ag -0.6, RORa activator -16.8, AP complement 2.0, 5HT1E antag -8.0, SF-1 act 5.5, S1P3 agonist 0.4 and 5HT1a antag -10.5.
`CCOC(=O)C1=C2N(C)c3ccccc3N2CCC1=O` gave S1P1 ag pot 6.3, tolC growth inh -9.3, 5HT1E ag -0.5, RORa activator -1.9, AP complement -8.2, 5HT1E antag 16.4, SF-1 act -17.8, S1P3 agonist -1.4 and 5HT1a antag -12.0.
`COC(=O)C1=C(C)N(c2cc(Cl)cc(Cl)c2)C(=O)C1` gave tolC growth inh 3.5, 5HT1E ag 1.2, RORa activator -4.7, AP complement 13.5, 5HT1E antag -2.1, SF-1 act -22.4 and 5HT1a antag -4.9.
Screening COc1ccc(NC(=O)NCc2cccn2C)c(OC)c1 returned S1P1 ag pot -15.7, tolC growth inh -9.9, 5HT1E ag 1.1, RORa activator -4.9, 5HT1E antag 1.7, SF-1 act 16.2, S1P3 agonist 0.0 and 5HT1a antag -6.8.
CCCC(=O)Nc1nnc(-c2cccc(OCC)c2)s1 was read as S1P1 ag pot -0.8, 5HT1E ag 0.7, RORa activator -1.5, AP complement 14.0, 5HT1E antag 6.4, SF-1 act 0.8, S1P3 agonist -1.1 and 5HT1a antag -2.2.
Screening N=c1c2c(-c3ccccc3)c(-c3ccccc3)oc2ncn1CCCN1CCOCC1 returned S1P1 ag pot -20.9, tolC growth inh 19.9, 5HT1E ag 2.5, RORa activator 27.3, AP complement -0.9, 5HT1E antag -12.6, SF-1 act 7.0, S1P3 agonist -1.5 and 5HT1a antag 0.5.

2 records picked at random from those above, as already listed:
CCCC(=O)Nc1nnc(-c2cccc(OCC)c2)s1 was read as S1P1 ag pot -0.8, 5HT1E ag 0.7, RORa activator -1.5, AP complement 14.0, 5HT1E antag 6.4, SF-1 act 0.8, S1P3 agonist -1.1 and 5HT1a antag -2.2.
`COc1ccc(-c2nnc3sc(COc4ccccc4)nn23)cc1` gave S1P1 ag pot -4.6, tolC growth inh 22.1, 5HT1E ag -0.3, RORa activator -3.3, 5HT1E antag -5.3, SF-1 act 1.3 and S1P3 agonist -1.4.
